Bioassay records: PubChem BioAssay, several laboratories
HTR5A inv ag = HTR5A inverse agonism, opioid heterodimer counter-screen. HTR5A cell line, luminescence. actives 0.083% (n = 340,000). P47898. inhibition, % at 9.3 µM. AID 504634; in the data active = inhibition mostly above about 23%, no sharp cut-off; inactive = mostly below about 18%;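 note: 0% = cells with DMSO and 100% = no-cell wells with DMSO; some compounds called inactive have numbers as strong as hits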
Target sequence (P47898 whole entry, looked up): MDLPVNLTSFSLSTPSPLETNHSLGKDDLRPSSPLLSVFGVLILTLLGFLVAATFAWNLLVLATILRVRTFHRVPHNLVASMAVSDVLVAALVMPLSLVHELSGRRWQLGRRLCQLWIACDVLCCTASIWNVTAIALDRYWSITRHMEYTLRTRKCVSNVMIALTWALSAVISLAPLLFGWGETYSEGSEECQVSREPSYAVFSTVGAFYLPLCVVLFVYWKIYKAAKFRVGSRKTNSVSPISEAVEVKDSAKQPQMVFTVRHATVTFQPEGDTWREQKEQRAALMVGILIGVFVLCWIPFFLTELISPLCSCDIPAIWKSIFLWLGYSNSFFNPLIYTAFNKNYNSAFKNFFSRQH
AddAB inh = less growth of phage-infected E. coli with AddAB; E. coli expressing H. pylori AddAB, absorbance growth; inhibition, % at 11.9 µM; actives 0.29% (n = 330,000); in the data active = inhibition above about 12%;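 note: 0% = vehicle wells of infected cells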
Tat transport = blocks Tat-dependent protein export in E. coli; E. coli MC4100 TorA-mCherry Tat export, fluorescence; actives 0.036% (n = 340,000); inhibition, % at 10 µM;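 active = mean replicate inhibition at least 50% and at least half of replicates individually reaching 50%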;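 note: exported cargo escapes ClpAP degradation while cytoplasmic cargo is degraded and loses fluorescence; 0% = median of neutral control wells and 100% = median of NaSCN control wells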
CDK5 inh = inhibitors of human CDK5/p35 kinase; Recombinant CDK5/p35, ADP-Glo luminescence, 60 min; inhibition, % at 10 µM; actives 0.01% (n = 330,000);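 active = highest replicate inhibition of at least 50% and at least 75% of replicates reaching 50%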;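 note: plate controls were DMSO neutral control for no effect and GW8510 at 10 µM for full effect; many of its hits are not listed in these tables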
PKA-R2B activ = PKA-R2B complex activation | activation, % at 11.4 µM | actives 0.079% (n = 340,000) | PKA-R2B holoenzyme dissociation, Cy5-IP20 fluorescence polarization; R2B truncated from residue 108, S112A mutant; 0% DMSO only, 100% 113 µM cGMP | P22694+P31323;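 active = activation above a cutoff set at the mean over all compounds plus 3 SD, cut at about 18% in these data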;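 note: higher means more holoenzyme dissociation and a rise in polarization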
E coli growth = reduces bacterial viability in AddAB counter-screen | E. coli V3065 growth, OD600 absorbance, 18 h | inhibition, % at 11.9 µM | actives 0.27% (n = 330,000);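 active = inhibition above the campaign's mean inhibition across all tested compounds plus 3 SD, cut at about 9.9% in these data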;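 note: uninfected addAB+ strain grown without phage in ampicillin broth; 0% = DMSO wells and 100% = ciprofloxacin 0.95 µg/ml wells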
Mot1-301 SUMO = blocks SUMOylation pathway, rescuing yeast Mot1-301 growth; growth rescue, % at 18.8 µM; S. cerevisiae Mot1-301 growth rescue, ATP luminescence, 38.5C; percent above DMSO median, 100 means doubled; actives 1% (n = 320,000);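 active = every valid replicate shows activation above 250% relative to neutral control wells; inactive = the rest, any valid replicate at or below 250%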;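 note: OY570 slx delta 5 strain wells were the positive control but not used for scaling; some compounds called inactive have numbers as strong as hits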
phage Ecoli inh = E. coli growth loss with phage present; actives 0.26% (n = 360,000); inhibition, % at 11.9 µM; growth absorbance; in the data active = inhibition above about 11%
HTR5A ag = activates human HTR5A in OPRM1-OPRD1 agonist counter-screen | actives 0.61% (n = 340,000) | activation, % at 9.3 µM | P47898 | HTR5A agonist assay, luminescence, cell-based; in the data active = activation mostly above about 9.5%, no sharp cut-off; inactive = mostly below about 7.6%;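 note: 0% = cells with vehicle only and 100% = reference agonist; strong numbers were not always called active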
PKA-R1A activ = activators of PKA-R1A complex; P00514+P68181; PKA-R1A dissociation, Cy5-IP20 fluorescence polarization; scaled: DMSO 0%, 113 µM cGMP 100%; activation, % at 11.4 µM; actives 0.083% (n = 340,000); AID 504707;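 active = percent activation above the mean of all tested compounds plus 3 SD, cut at about 19% in these data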;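 note: higher means more PKAc released from R1A so a rise in polarization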
DAGLB inh = diacylglycerol lipase beta (human) inhibition. HEK293T DAGLB membrane lysate, EnzChek fluorogenic substrate. AID 504411. actives 0.059% (n = 340,000). inhibition, % at 5.17 µM. Q8NCG7; in the data active = inhibition above about 34%;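 note: 0% = enzyme with vehicle and 100% = wells lacking enzyme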
Target sequence (Q8NCG7 whole entry, looked up): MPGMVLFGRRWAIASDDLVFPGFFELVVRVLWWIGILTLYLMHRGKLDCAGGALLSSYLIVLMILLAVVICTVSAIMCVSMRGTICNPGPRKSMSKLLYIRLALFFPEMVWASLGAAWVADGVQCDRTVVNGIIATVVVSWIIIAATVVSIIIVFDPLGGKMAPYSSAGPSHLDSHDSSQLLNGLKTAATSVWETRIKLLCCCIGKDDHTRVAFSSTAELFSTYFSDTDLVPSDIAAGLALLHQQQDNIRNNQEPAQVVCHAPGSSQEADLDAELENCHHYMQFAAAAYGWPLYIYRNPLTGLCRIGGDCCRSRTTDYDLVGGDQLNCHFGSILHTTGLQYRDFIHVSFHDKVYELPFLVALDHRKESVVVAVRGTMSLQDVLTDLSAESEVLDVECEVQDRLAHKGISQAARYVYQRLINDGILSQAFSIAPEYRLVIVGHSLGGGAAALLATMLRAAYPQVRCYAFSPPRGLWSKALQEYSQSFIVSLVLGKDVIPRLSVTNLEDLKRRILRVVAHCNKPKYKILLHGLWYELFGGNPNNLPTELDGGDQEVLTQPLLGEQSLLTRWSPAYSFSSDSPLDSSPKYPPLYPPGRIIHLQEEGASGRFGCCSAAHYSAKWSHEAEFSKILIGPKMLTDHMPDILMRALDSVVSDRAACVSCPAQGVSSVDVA
Starred values were filed as active, the others as inactive; i = inactive; · = no result given.

Sample of the layout:
SMILES	HTR5A inv ag	AddAB inh	Tat transport	CDK5 inh	PKA-R2B activ	E coli growth	Mot1-301 SUMO	phage Ecoli inh	HTR5A ag	PKA-R1A activ	DAGLB inh
O=C(CSc1ccccc1)N/N=C/c1ccccc1O	-23	-5.4	-11	1.1	9	-2.8	13	0.3	2	-4	0
Cc1cc2ncn(C3CC(=O)N(Cc4ccccc4)C3=O)c2cc1C (stereo unspecified)	·	0.8	2	2.4	-4	-1.4	13	0.3	·	-3	-3

The whole of this part, from the start:
SMILES	HTR5A inv ag	AddAB inh	Tat transport	CDK5 inh	PKA-R2B activ	E coli growth	Mot1-301 SUMO	phage Ecoli inh	HTR5A ag	PKA-R1A activ	DAGLB inh
O=C(CSc1ccccc1)N/N=C/c1ccccc1O	-23	-5.4	-11	1.1	9	-2.8	13	0.3	2	-4	0
Cc1cc2ncn(C3CC(=O)N(Cc4ccccc4)C3=O)c2cc1C (stereo unspecified)	·	0.8	2	2.4	-4	-1.4	13	0.3	·	-3	-3
O=C(Nc1ccc(N2CCOCC2)c(Cl)c1)c1cccc(F)c1	-13	6.4	-4	1.3	-14	1.6	16	0.5	2	-15	-3
O=c1ccnc(Nc2ccc3c(c2)OCCO3)[nH]1	·	-1.8	9	-6.6	·	-0.8	-20	3.3	·	·	·
COc1ccc(Cc2nnc(CCc3ccccc3)s2)cc1	2	0.0	-3	4.4	-2	0.6	83	-2.5	-1	6	-11
CCOc1cc(NC(=S)NCC2CCCO2)c(OCC)cc1NC(=O)c1ccccc1F (stereo unspecified)	13	-3.0	11	1.4	-7	-0.2	9	0.5	-5	2	0
Cc1ccc(-c2noc(-c3cccs3)n2)cc1	-24	-0.6	-2	-2.9	14	-1.4	14	3.3	0	5	-16
COC(=O)C1CCN(Cc2cc(=O)oc3cc(OC)ccc23)CC1	-9	1.5	-14	-1.9	-4	1.1	-3	2.3	3	-6	-1
C=CCNC(=S)NCc1ccccc1	-30	0.9	-1	0.0	7	-1.9	4	2.0	10	0	-4
Cc1noc(C)c1NC(=O)NC(c1ccccc1)c1ccccc1	-16	0.1	1	0.3	1	-0.7	4	1.0	6	-3	-5
COc1cc(C(=O)OCC(=O)NC2CCCC2)cc(NC(=O)c2ccco2)c1OC	2	3.2	-3	-0.7	-6	3.5	28	2.6	-1	9	-1
CCc1ccccc1NC(=O)CN(C)C(=O)CSc1nnc(Nc2cccc(C)c2C)s1	2	-0.7	1	2.8	-1	-2.2	-12	3.1	0	-6	0
CCOC(=O)C1(C(F)(F)F)N=C(N(C)C)OC(N(C)C)=N1	6	4.6	-9	1.2	-22	-0.5	-9	2.8	-5	-9	-2
Cc1cnc(NC(=O)CSc2nnc(Cc3ccccc3)n2C)s1	-26	1.8	-1	-0.2	-3	-1.7	-12	2.0	-2	-3	-2
COc1ccc(CC(=O)OCC(=O)Nc2ccc(C(=O)Nc3ccc(OC)cc3)cc2)cc1	20	0.3	-1	1.5	9	0.1	0	4.1	-8	4	6
COc1ccccc1CC1CC(=O)N(c2cccc(Cl)c2C)C1=O (stereo unspecified)	7	3.5	5	10	3	-0.6	4	2.0	-2	9	-8
Cc1ccc(S(=O)(=O)Nc2nc3ccccc3nc2NCC2CCCO2)c(C)c1 (stereo unspecified)	-25	0.4	-3	-1.2	-3	1.0	-18	2.3	8	-10	0
CCCSc1nc2c(cnn2-c2ccc(C)cc2)c(=O)[nH]1	0	0.1	1	-0.2	-10	-3.2	26	1.1	0	-3	-4
CCOC(=O)c1[nH]c2cc3c(cc2c1CCCN1C(=O)c2ccccc2C1=O)OCCO3	5	-2.4	7	-0.7	-5	-4.0	2	2.6	-2	-10	-1
Cc1cccc(NC(=O)CSCC(=O)N2CCN(c3cccc(C(F)(F)F)c3)CC2)c1	-1	0.0	19	-2.6	2	0.3	-5	-0.6	1	-3	0
CCN(C(=O)c1ccc2c(Cl)c3c(nc2c1)CCC3)c1ccc(C)c(C)c1	-29	-0.3	31	0.8	-12	-1.6	76	0.6	5	5	-3
O=C(CC1SC2=NCCN2C1=O)Nc1ccc(Cl)cc1 (stereo unspecified)	-9	0.3	-3	-1.4	-4	0.6	-41	-1.0	5	-2	0
CCOC(=O)N1CCN(c2nc(-c3ccccc3)c3ccccc3n2)CC1	-4	1.8	3	0.3	-1	-0.3	-4	·	1	-11	-7
O=C(O)Cn1cc(/C=C2/NC(=O)N(c3ccc(Cl)cc3)C2=O)c2ccccc21	9	0.2	-14	-0.3	-1	-0.6	-18	1.8	5	-9	5
CCN1CCN(CCn2c(=S)[nH]c3ccccc3c2=O)CC1	-7	-1.1	-18	-2.6	8	0.4	-3	1.2	-7	-7	-1
Cc1cccc(NS(=O)(=O)Cc2ccccc2)n1	13	4.3	-3	-5.8	2	-0.6	-1	2.8	5	-7	0
O=C(CN1N=C(c2ccccc2)CCC1=O)NCCCN1CCc2ccccc2C1	-5	2.3	-6	0.7	1	-0.3	-9	2.0	2	-6	1
COc1ccc(CNS(=O)(=O)c2cc(-c3cc(C)no3)ccc2OC)cc1OC	-23	0.0	-4	0.9	-10	-0.6	-8	2.2	1	-7	1
C#Cc1ccc([C@H]2C=C(C(=O)N3CCN(Cc4ccccc4)CC3)O[C@@H](OCC)[C@@H]2CCCO)cc1	8	-1.3	0	0.2	-3	-2.6	-6	0.5	-3	3	-3
Cc1cccc(NC(=O)C2COc3ccccc3O2)c1 (stereo unspecified)	-9	0.7	-4	0.0	-3	0.7	20	1.7	3	10	-14
CC(=O)N1CCN(c2ccc(NC(=O)c3ccco3)cc2Cl)CC1	-13	4.0	-2	1.0	-4	0.1	-5	-0.2	5	-1	0
Cc1ccc(C)c(NC(=O)Cc2nc(CCl)cs2)c1	4	-1.0	-8	0.6	-7	-0.3	-12	3.5	-2	-10	0
CCOc1ccc(Cc2nc(C)c(CC(=O)N3CCCCC3)c(=O)[nH]2)cc1	-11	-2.7	5	-0.3	0	3.0	-5	2.2	4	-7	-1
O=C(/C=C\Nc1ccc(S(=O)(=O)Nc2ncccn2)cc1)c1ccccc1	-3	·	-8	2.0	-9	·	·	1.1	1	-11	2
COc1ccc(CC(=O)N(C)Cc2ccc(OC(F)F)cc2)cc1S(=O)(=O)N1CCOCC1	-5	·	-1	-1.1	0	·	·	3.4	-6	-1	-6
CCC1CCCCN1C(=O)COc1c(Br)cc(Br)c2cccnc12 (stereo unspecified)	13	2.0	0	-1.6	-1	-4.7	85	-1.7	-5	-1	-6
NC(=O)COc1ccc2cc(-c3ccccc3)c(=O)oc2c1	21	3.2	1	-0.3	-1	-0.8	147	-3.2	3	2	0
CC(C)OCCCn1c(SCC(=O)N2CCc3ccccc32)nc2ccccc2c1=O	-18	0.2	-6	-0.4	4	-1.3	0	6.0	2	-4	-7
CN1C(=O)C(O)(C2COC(C)(C)CC2=O)c2ccccc21 (stereo unspecified)	5	2.9	0	-0.1	-5	1.2	11	2.3	-2	-9	3
Cc1ccc(S(=O)(=O)NNc2nnc(C)c(=O)[nH]2)cc1	-5	3.9	-5	0.8	1	-1.7	63	1.7	4	-6	0
Cc1cccc(OCC(=O)N2CCN(S(C)(=O)=O)CC2)c1	-10	-0.8	-2	1.7	-13	0.2	-11	2.8	0	-5	-4
CCCCn1c(SCC(=O)Nc2ccc3c(c2)OCO3)nc2c1c(=O)n(C)c(=O)n2C	-8	-0.3	6	-0.7	-5	-2.2	-9	2.0	2	-18	2
CCOc1cc(/C=N/Nc2cc(C)nc3ccc(C)cc23)ccc1O	-4	0.2	-2	-0.1	-10	-0.3	-24	2.4	1	-6	-1
CCSCc1nnc(SCC(=O)Nc2cc(F)ccc2C)n1C	15	4.0	-4	1.6	-4	-1.2	15	-1.1	1	-2	2
CCc1ccccc1NC(=O)c1ccc(OCc2c(C)noc2C)cc1	-4	1.4	-9	-0.3	-2	1.4	3	4.0	1	1	-2
C=CC(=O)Nc1cccc(N(C)c2ccnc(Nc3ccc(N4CCN(C)CC4)cc3)n2)c1	11	·	-5	6.2	-4	·	·	·	-4	1	2
COc1ccc(NC(=O)c2ccccc2NC(=O)c2ccco2)cc1	8	2.7	7	0.5	2	0.4	-5	3.0	2	-12	-3
COCCN1C(=O)/C(=C/c2ccc(N3CCCC3)cc2C)SC1=S	-13	2.4	-1	2.1	6	0.0	i	3.0	3	-3	-13
COc1ccc(N2C(=O)C(CC(=O)Nc3ccccc3)N(Cc3ccc(OC)c(OC)c3)C2=O)cc1 (stereo unspecified)	2	2.8	4	-0.2	-2	-0.5	14	3.5	-1	-10	-2
COc1ccccc1-n1c(C)cc(/C=C2/C(=N)N3C(=NC2=O)SN=C3S(C)(=O)=O)c1C	0	-0.7	3	5.1	-14	0.3	4	3.5	0	-9	9
Cc1ccc(-n2c(C)cc(C(=O)CN3CCOCC3)c2C)cc1C	9	1.5	7	-2.4	3	-1.6	1	4.9	-3	7	-1
Cc1[nH]nc2c1C1(CCN(C(=O)c3ccccc3)CC1)C(C#N)=C(N)O2	1	-0.8	-12	0.7	-2	-1.0	-8	2.1	4	4	-3
CCOC(=O)/C(C(N)=NCCCO)=C(/O)c1ccccc1	19	-1.6	-20	5.7	-4	-2.3	-20	2.1	-8	-12	-3
Cc1ccc(C(c2nnnn2C2CCCC2)N2CCc3ccccc32)cc1 (stereo unspecified)	-5	3.0	5	-0.8	-14	0.6	-8	1.1	-5	-1	-5
Cn1c(NCc2ccco2)nc2c1c(=O)n(Cc1ccc(Br)cc1)c(=O)n2C	-13	3.8	-6	0.4	-13	-1.2	-7	-0.4	5	1	1
CCCCc1nc2ccccc2c(=O)n1NC(=O)c1c(O)c2c(n(CC(C)C)c1=O)CCCC2	-7	·	-7	0.6	2	·	·	4.5	1	0	-1
CCOC(=O)c1cc(C)sc1NC(=O)c1ccc(Cl)s1	-6	0.8	-7	-0.9	0	-2.8	13	2.1	-1	20*	-3
COCCNC(=O)CSc1nc(-c2ccccc2)cs1	28	2.2	-4	-0.7	4	2.0	-16	1.8	2	7	2
Cc1cc(C)n(-c2nnc3n2N=C(c2c[nH]c4ccccc24)CS3)n1	-2	-3.3	-5	1.3	-7	1.3	7	3.6	-1	-4	-1
C=CCn1c(NS(=O)(=O)c2ccccc2)c(S(=O)(=O)c2ccc(C)cc2)c2nc3ccccc3nc21	16	2.3	-7	-0.9	-7	-2.5	-5	2.8	0	-1	-1
Next section
SMILES	HTR5A inv ag	AddAB inh	Tat transport	CDK5 inh	PKA-R2B activ	E coli growth	Mot1-301 SUMO	phage Ecoli inh	HTR5A ag	PKA-R1A activ	DAGLB inh
O=C(NCC(c1ccco1)N1CCN(c2ccc(F)cc2)CC1)c1ccc2c(c1)OCO2 (stereo unspecified)	-9	1.4	-2	-0.7	1	1.1	2	0.4	1	-5	-1
CC(=O)c1c(C)[nH]c(C(=O)OCC(=O)N2CC(=O)Nc3ccccc32)c1C	19	1.1	-3	·	10	-2.2	-8	3.8	0	-11	0
Cc1ccc2nc(SCC(=O)c3cc(C)n(C)c3C)[nH]c2c1	-24	1.0	-2	0.3	10	0.1	·	1.0	10	-14	-1
COc1nc(Nc2ccc([N+](=O)[O-])cc2)nc(NC(C)C)n1	-5	2.3	3	-2.1	-4	0.2	7	2.7	-3	-7	1
CCCCn1cc(SCC(=O)O)c2ccccc21	1	0.2	0	-0.2	-1	-0.2	1	1.5	0	-3	-1
